LAP4-GFP MLPCN – modulators of LAP4-GFP expression in yeast, primary screen, S. cerevisiae, multiplex flow cytometry, MLPCN library; 3 h; median GFP as percent of DMSO wells; GFP response vs DMSO, % at 10 µM; 320,000 compounds, 0.34% hits;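 active = GFP response vs DMSO above a set limit, about the screen mean plus 3 SD, cut at about 150% in these data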
RPL19A TOR yeast – RPL19A-GFP expression modulators in yeast, primary screen, cell-based, S. cerevisiae, multiplex flow cytometry, MLPCN. S. cerevisiae RPL19A-GFP strain, 3 h; hits give low values. percent response vs DMSO, % at 10 µM. 330,000 compounds, 0.3% hits;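 active = percent response vs DMSO below 50%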;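 also: median channel GFP fluorescence of the barcoded RPL19A-GFP strain; ratio of sample median GFP to plate DMSO average so 100% = DMSO; lower means less RPL19A-GFP as with rapamycin TOR inhibition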
AHR act – AHR activators, primary screen, cell-based, luminescence, luciferase reporter, human; Aryl hydrocarbon receptor (Homo sapiens), P35869; activation, % at 5 µM; AHR-responsive luciferase reporter cells; 320,000 compounds, 2.5% hits; in the data active = activation above about 47%;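 also: 0% = vehicle wells and 100% = reference agonist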
MEP2 TOR yeast – modulators of MEP2-GFP levels in yeast, primary screen, S. cerevisiae, multiplex flow cytometry, MLPCN library; S. cerevisiae MEP2-GFP strain, 3 h; 100% = DMSO control level; GFP response vs DMSO, % at 10 µM; 330,000 compounds, 0.51% hits;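 active = GFP response versus DMSO above a set limit, roughly screen mean plus 3 SD, cut at about 180% in these data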;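 also: median GFP fluorescence of the barcode-gated MEP2-GFP cells per well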
proCasp7 act – procaspase-7 activators, primary screen, counter-screen for procaspase-3 activator project, biochemical, absorbance, HTS, human; 330,000 compounds, 0.093% hits; activation, % at 8.5 µM; recombinant procaspase-7, Ac-DEVD-pNA absorbance 405 nm; D23A/D198A/D206A triple mutant, cannot self-cleave; scale: DMSO 0, 5 µM enzyme 100; AID 463210, 2010; Caspase-7 (Homo sapiens), P55210;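 active = percent activation above the screen-wide mean plus 3 SD, cut at about 25% in these data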
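buffer or medium = Zinc-free HEPES/NaCl buffer, pH 7.4 | material = Procaspase-7 triple mutant (PC-7 D3A) | input = 2 µM procaspase-7 mutant as dispensed | signal = Epi-absorbance of released pNA at 405 nm, two timepoints | timing = 1 h preincubation, 2 h reaction | replicates = singlicate compound testing | evaluation = % activation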
EBNA-1 inh – EBNA-1 DNA-binding inhibitors, primary screen, biochemical, fluorescence polarization; inhibition, % at 14.8 µM; 300,000 compounds, 0.34% hits; in the data active = inhibition above about 28%
proCasp3 act – activators of human procaspase-3 D3A mutant, primary screen, biochemical, absorbance, PC-3 D3A mutant, single concentration | Caspase-3 (Homo sapiens), P42574 | recombinant procaspase-3 D3A, Ac-DEVD-pNA absorbance 405 nm | activation, % at 8.5 µM | 330,000 compounds, 0.11% hits | AID 463141, 2010;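 active = activation above the mean of all tested compounds plus 3 SD, cut at about 21% in these data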;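 also: 0% = DMSO alone and 100% = DMSO wells spiked with extra 5 µM PC-3 D3A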
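Technique: 405 nm absorbance of p-nitroaniline, reads at 0 and 120 min; Test system: Procaspase-3 D3A mutant; Incubation: 1 h enzyme-compound preincubation, then 2 h substrate reaction, 25 °C; Repeats: singlicate, each compound tested once; Benchmarks: low control DMSO wells, high control DMSO plus 5 µM PC-3 D3A.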
ZTA DNA inh – blocks Epstein-Barr virus ZTA, an EBNA-1 counter-screen; inhibition, % at 11 µM; 320,000 compounds, 0.15% hits; P03206; ZTA-DNA binding, fluorescence polarization; in the data active = inhibition above about 33%
* marks the source's active call; other numbers are inactive results; · = not tested or not shown.

SMILES	LAP4-GFP MLPCN	RPL19A TOR yeast	AHR act	MEP2 TOR yeast	proCasp7 act	EBNA-1 inh	proCasp3 act	ZTA DNA inh
CC1=NN2C(=N)/C(=C\c3cc(C)n(Cc4ccccc4)c3C)C(=O)N=C2S1	104	104	3	100	-8	-6	-6	0
Nc1nc(SCC(=O)N2CCCC2)[nH]c(=O)c1NC(=O)c1ccco1	105	99	2	104	-4	-6	6	-8
Cc1ccc(S(=O)(=O)CC(=O)Nc2ccc3nc(C)sc3c2)cc1	107	97	0	97	6	0	4	0
CCCCNC(=O)c1ccccc1NC(=O)C1=C(C)OCCS1	97	101	11	112	0	3	5	-18
CC(C)CN1C(=O)C(=O)N(CC(=O)N2CCN(c3ccccc3)CC2)C1=O	108	104	0	105	1	7	2	-3
CCOc1ccc(/C=C/C(O)=C2/C(=O)N(C)C3(C)CC2c2ccccc2O3)cc1OC (stereo not given)	103	98	6	88	-8	-1	9	6
COc1ccc(N=c2cc(-c3ccc(O)cc3)oc3ccccc23)cc1	95	106	31	101	-5	7	-5	2
CC1CCN(Cc2nnnn2CCCC(=O)NCCc2cnn(C)c2)CC1	96	101	-1	98	0	7	1	0
CC(C)c1c(C(=O)N/N=C/c2ccoc2)nnn1-c1nonc1N	95	100	0	107	2	2	1	-5
Cc1nc(SCc2nc3ccc(F)cc3[nH]2)c2oc3ccccc3c2n1	104	92	19	91	6	·	-2	·
Clc1ncn(C23CC4CC(CC(C4)C2)C3)n1	101	103	0	105	-3	7	4	-12
Cc1ccc(N(C)S(=O)(=O)c2cccc(C(=O)Nc3ccc(N4CCOCC4)cc3)c2)cc1	108	102	6	99	-10	·	-2	2
Cc1ccc2cc(CCNC(=O)c3ccc(S(=O)(=O)N4CCOCC4)cc3)c(=O)[nH]c2c1C	111	102	1	103	2	2	-6	1
CCOc1nc(C)ccc1-c1noc(-c2cccnc2)n1	110	101	43	113	0	-4	1	7
Oc1ccccc1C1=Nc2ccccc2N=C(c2cccs2)C1	97	93	3	94	-5	8	-6	0
COc1ccc(C(=O)/C(C#N)=N/Nc2ccccc2[N+](=O)[O-])cc1	95	102	23	99	4	6	-10	7
Cc1ccc(SCC(=O)Nc2ncc(C)s2)cc1	96	94	4	98	5	6	7	13
O=C(Nc1ccc2c(c1)CCC2)c1ccc(F)cc1	103	105	14	104	12	3	1	1
CCCC1=C(C(=O)OCC)C(/C=C/c2ccccc2)n2ncnc2N1 (stereo not given)	100	98	1	99	6	-2	-7	-14
Cc1ccccc1NC(=S)/C(=C(\[O-])c1cc(C)n(Cc2ccccc2Cl)c1C)[n+]1ccccc1	115	98	4	95	-2	2	0	8
CCCCOc1ccc(C(=O)Nc2ccc(N3CCN(C(=O)C(C)C)CC3)cc2)cc1	93	104	1	97	-16	1	0	-39
COc1cccc(NC(=O)c2cc(-c3ccco3)nc3ccccc23)c1	90	92	19	92	-12	3	-5	-10
O=C(c1ccc(COc2ccc3ccccc3c2)o1)N1N=C(C(F)F)CC1(O)C(F)F (stereo not given)	103	101	2	98	3	-3	3	-2
CC[C@H](C)NC(=O)CCCCCn1c(=S)[nH]c2c([nH]c3ccc(OC)cc32)c1=O	96	96	2	92	6	-18	0	-15
COc1cc(C2c3sc(=O)[nH]c3SC3C(=O)N(c4ccc(C)cc4)C(=O)C32)ccc1O (stereo not given)	113	107	2	101	-8	-2	-4	3

Five consecutive entries already listed, quoted:
SMILES	LAP4-GFP MLPCN	RPL19A TOR yeast	AHR act	MEP2 TOR yeast	proCasp7 act	EBNA-1 inh	proCasp3 act	ZTA DNA inh
CC1=NN2C(=N)/C(=C\c3cc(C)n(Cc4ccccc4)c3C)C(=O)N=C2S1	104	104	3	100	-8	-6	-6	0
Nc1nc(SCC(=O)N2CCCC2)[nH]c(=O)c1NC(=O)c1ccco1	105	99	2	104	-4	-6	6	-8
Cc1ccc(S(=O)(=O)CC(=O)Nc2ccc3nc(C)sc3c2)cc1	107	97	0	97	6	0	4	0
CCCCNC(=O)c1ccccc1NC(=O)C1=C(C)OCCS1	97	101	11	112	0	3	5	-18
CC(C)CN1C(=O)C(=O)N(CC(=O)N2CCN(c3ccccc3)CC2)C1=O	108	104	0	105	1	7	2	-3

Further records follow.
SMILES	LAP4-GFP MLPCN	RPL19A TOR yeast	AHR act	MEP2 TOR yeast	proCasp7 act	EBNA-1 inh	proCasp3 act	ZTA DNA inh
COc1ccc(C(N)CCc2ccc(C)o2)cc1 (stereo not given)	104	105	-2	108	-9	4	-3	-10
O=C(COC(=O)c1ccc(Br)o1)Nc1cccc(S(=O)(=O)N2CCCCC2)c1	96	94	-1	92	4	·	4	·
COc1cc(C(=O)NCC2CCCO2)ccc1OCc1ccccc1Cl (stereo not given)	86	94	-1	89	9	1	-8	-10
COC(=O)c1c(C)n(-c2ccccc2)c2ccc(O)cc12	113	116	10	113	-2	8	-4	-5
COc1ccc(S(=O)(=O)N2CCSCC2)cc1C(N)=O	96	104	0	106	4	-7	-3	-9
CCOC(=O)c1ccccc1NC(=S)N1CCC(C)CC1	99	101	2	97	-1	-1	0	4
Clc1cccc(Cl)c1C1Nc2cccc3cccc(c23)N1	98	105	5	110	10	4	-10	-20
Cc1ccc(C(=O)Nc2ccccc2C(=O)O)cc1S(=O)(=O)NC1CCCCC1	84	105	3	104	4	-3	1	-14
CC1(C)Cc2c(sc3nnn(Cc4ccccc4)c(=O)c23)CO1	107	96	-1	104	-3	-3	-9	-1
NC(=O)CC(NC(=O)Cc1cccc2ccccc12)c1ccc(NCCc2ccccc2F)c([N+](=O)[O-])c1 (stereo not given)	114	98	-1	93	0	5	9	-11
COc1cccc(C(CC(=O)NCc2ccco2)NS(=O)(=O)c2ccc(C)cc2)c1OC (stereo not given)	101	101	-2	108	6	-7	3	-4
NC(=O)C1CC=CCC1C(=O)OCC(Cl)=C(Cl)Cl (stereo not given)	97	102	0	109	-2	9	0	9
C=C1CCN([C@H](C(=O)NCc2ccccc2)C(C)C)S(=O)(=O)c2ccccc21	103	95	2	90	3	1	1	-3
O=C(Nc1c2n(c(=S)n(-c3ccccc3)c1=O)CCCCC2)c1ccccc1	103	98	4	100	4	2	1	4
CCOC(=O)c1ccc(NC(=O)C2(c3ccc(Cl)cc3)CCCC2)cc1	110	103	-2	103	0	3	7	7
COc1ccc(C(=O)Nc2ccc(NC(=O)c3ccco3)cc2)cc1	98	105	-7	109	3	-7	-1	5
COc1ccc(CCNC(=O)c2c(O)c3ccccc3[nH]c2=O)cc1	94	109	1	104	-8	4	3	-13
COc1ccc(C2(CNC(=O)C(=O)Nc3ccc(C)cc3)CCOCC2)cc1	98	99	3	101	7	2	1	-1
COc1ccc(-c2nn(-c3ccccc3)cc2/C=C(/C#N)C(N)=O)cc1[N+](=O)[O-]	100	105	16	116	0	5	-4	0
NC(=S)COc1ccccc1	109	94	0	106	-2	15	-3	-2
O=C(O)c1ccccc1NS(=O)(=O)c1ccc(NN=Cc2ccccc2F)c([N+](=O)[O-])c1	99	92	-2	88	3	·	0	·
O=C(CSc1ncc(-c2ccccc2)[nH]1)Nc1cccc(O)c1	98	96	6	104	7	9	-9	11
O=S(=O)(c1ccccc1)[C@@]1(c2ccccc2)C[C@@H]2ON=C(c3cccc(Br)c3)[C@@H]2C1	119	90	0	84	-3	-5	-8	-18
CS(=O)(=O)N(CC(=O)NCc1ccccc1Cl)C1CCCCC1	95	104	-2	100	-14	2	-2	-2
Cn1nnnc1SCC(=O)Nc1cccc([N+](=O)[O-])c1	96	99	-1	95	0	-9	2	2
SMILES	LAP4-GFP MLPCN	RPL19A TOR yeast	AHR act	MEP2 TOR yeast	proCasp7 act	EBNA-1 inh	proCasp3 act	ZTA DNA inh
CCN(CC)c1ccc(/C=N/N2CCN(Cc3cccc4ccccc34)CC2)c(O)c1	121	89	2	94	1	13	3	12
CSc1ccc(/C=C/C(=O)c2ccc(NC(=O)Cc3ccccc3)cc2)cc1	104	104	-2	112	-7	-2	20	-1
O=C(Nc1nc(-c2ccccc2)c(-c2ccccc2)o1)c1ccc(F)cc1	113	100	16	103	4	-2	3	0
O=C(NC1CCCC1)c1cc(-c2cccs2)on1	112	95	1	91	8	7	5	11
O=C(COc1ccc(F)cc1)Nc1c(C(=O)N2CCC(N3CCCCC3)CC2)oc2ccccc12	100	105	0	106	18	0	6	-4
Cc1cc(C)c2c(=O)c(/C=C3\NC(=S)NC3=O)coc2c1	113	101	4	123	5	0	6	0
N#C/C(=C/c1ccccc1)c1nn(CCO)c(N)c1C#N	96	96	120*	107	3	9	9	13
CC(=O)Nc1ccc(S(=O)(=O)N(C)c2ccc(OCCOc3ccccc3F)cc2)cc1	107	92	-2	95	2	·	6	·
N#Cc1c(NC(=O)c2cnccn2)sc2c1CCCC2	100	100	69*	99	-28	-8	-14	-17
C/C(=N/NC(=O)c1ccoc1C)C12CC3CC(CC(C3)C1)C2	106	101	9	100	1	1	9	10
CC(C)CCn1c(N2CCCC2)nc2c1c(=O)n(C)c(=O)n2C	100	97	0	100	1	9	-5	5
CCCOC(c1ccccc1)(c1ccc(C(F)(F)F)cc1)C(Oc1nc(C)cc(C)n1)C(=O)O (stereo not given)	81	98	0	92	-11	6	9	-7
COc1ccc2[nH]c(=O)c(CN(C3CCCCC3)C(c3nnnn3Cc3ccco3)C(C)C)cc2c1 (stereo not given)	97	93	5	101	-10	1	-10	-1
Cc1ccc(C(C(=O)NCc2ccccc2)N(C(=O)c2csnn2)c2cccc3ccccc23)o1 (stereo not given)	93	103	5	91	-8	14	0	-10
Cc1c(O)c2cccnc2[nH]c1=O	87	96	-1	99	-1	-2	6	-7
COC(=O)CSc1[nH]c2cc(C)ccc2c1[N+](=O)[O-]	92	97	13	99	3	-3	6	2
c1ccc(-n2cccc2)c(N2CCCCC2)c1	·	98	4	104	11	3	-3	-7
O=C(Nc1ccccc1O)/C(=C\c1ccccc1)NC(=O)c1ccccc1	95	97	8	106	6	6	0	18
CN(C(=O)COc1cc(C(F)(F)F)nn1C)c1ccccc1	116	96	0	88	-3	0	-2	9
O=C(NNS(=O)(=O)c1ccc(Cl)cc1)c1cnn(-c2ccccc2)c1-n1cccc1	98	99	-1	99	-6	4	4	12
CCCC(c1nnnn1Cc1ccccc1)N1CCN(c2ccccc2OC)CC1 (stereo not given)	90	97	3	95	1	-3	-8	7
NS(=O)(=O)c1ccc(CCNC(=O)c2ccc(Cn3c(=O)[nH]c4ccccc4c3=O)cc2)cc1	96	96	3	100	1	-18	-6	-4
Cc1c2cnn(CC(=O)NCc3ccccn3)c(=O)c2c(C)n1Cc1ccccc1	99	97	0	95	4	-5	-3	8
CCC(=O)Nc1cccc(-n2nnnc2SCC(=O)N(C(C)C)C(C)C)c1	103	111	2	109	3	-5	0	16
CC(=O)Cc1cc(O)c2ccccc2c1OC(=O)c1ccccc1	104	95	93*	97	-10	-19	-2	-4
Cc1ccc(C)c(Oc2nnnn2-c2ccccc2)c1	80	106	5	103	5	-3	6	2

Some entries already given, limited to proCasp7 act:
| Compound | proCasp7 act |
| --- | --- |
| CCC(=O)Nc1cccc(-n2nnnc2SCC(=O)N(C(C)C)C(C)C)c1 | 3 |
| CC(=O)Cc1cc(O)c2ccccc2c1OC(=O)c1ccccc1 | -10 |
| CSc1ccc(/C=C/C(=O)c2ccc(NC(=O)Cc3ccccc3)cc2)cc1 | -7 |

High-throughput results deposited in PubChem BioAssay by several laboratories.
